NPY-Y2 PAM-ag = NPY-Y2 potentiators or agonists, primary screen, cell-based. activation, % at 3.6 µM. Neuropeptide Y receptor type 2 (Homo sapiens), P49146. cells expressing NPY-Y2, potentiator/agonist read-out. actives 0.45% (n = 220,000); in the data active = activation above about 27%;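 also: cells stimulated with NPY near EC25 plus isoproterenol at EC100; 0% = vehicle plus submaximal agonist and 100% = vehicle plus saturating agonist; some results beyond the cut were filed as inactive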
Target sequence (P49146 whole entry, looked up): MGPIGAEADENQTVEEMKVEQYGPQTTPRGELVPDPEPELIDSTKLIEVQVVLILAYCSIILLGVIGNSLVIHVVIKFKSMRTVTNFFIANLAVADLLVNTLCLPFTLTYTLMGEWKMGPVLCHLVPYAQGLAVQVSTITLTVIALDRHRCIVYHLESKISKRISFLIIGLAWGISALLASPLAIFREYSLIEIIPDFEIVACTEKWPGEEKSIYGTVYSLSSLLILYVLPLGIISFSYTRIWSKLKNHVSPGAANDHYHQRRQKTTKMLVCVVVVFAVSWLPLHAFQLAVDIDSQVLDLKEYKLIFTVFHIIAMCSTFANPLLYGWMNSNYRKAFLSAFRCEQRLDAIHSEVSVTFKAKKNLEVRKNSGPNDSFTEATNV
Ba/F3 V617F tox = reduced viability of JAK2V617F-dependent Ba/F3 cells, primary screen, JAK2V617F inhibitor project, cell-based, Ba/F3 EpoR-JAK2V617F, luminescence; ATP luminescence; inhibition, % at 5.6 µM; actives 1.1% (n = 220,000); AID 1446, 2008;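 active = inhibition above the campaign mean plus 3 SD over all tested compounds, cut at about 24% in these data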;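 also: cytokine-independent growth of Ba/F3 cells driven by EpoR plus mutant JAK2; 0% = DMSO-treated cells and 100% = JAK inhibitor I control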
RBBP9 inh = human RBBP9 inhibitors, primary screen, biochemical, fluorescence polarization, FP-Rh probe, HTS. AID 1515, 2009. actives 0.2% (n = 220,000). inhibition, % at 7.94 µM. recombinant RBBP9. Serine hydrolase RBBP9 (Homo sapiens), O75884;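 active = inhibition above the campaign mean of all tested compounds plus 3 SD, cut at about 14% in these data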;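 also: plate controls were DMSO wells with RBBP9 for no effect and wells lacking RBBP9 protein for full effect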
Target sequence (O75884 whole entry, looked up): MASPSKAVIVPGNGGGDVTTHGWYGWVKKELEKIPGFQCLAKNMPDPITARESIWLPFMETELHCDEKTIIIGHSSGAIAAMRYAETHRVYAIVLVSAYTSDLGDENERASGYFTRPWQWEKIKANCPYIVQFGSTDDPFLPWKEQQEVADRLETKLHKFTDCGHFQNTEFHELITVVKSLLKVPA
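Material: RBBP9 protein. Amount: RBBP9 at 2.5 µM in dispensed solution, before mixing. Schedule: 30 min then 45 min, 25 °C. Medium: Tris buffer pH 8.0, NaCl, Pluronic. Measured by: fluorescence polarization. Measure: percent inhibition from mP, scaled between DMSO and no-protein wells. Replication: one well per compound.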
NPY Y1 blocker = NPY-Y1 receptor antagonists, primary screen, cell-based. AID 1040, 2008. inhibition, % at 3.6 µM. Neuropeptide Y receptor type 1 (Homo sapiens), P25929. HEK293-CNG Y1 cells, membrane potential fluorescence; NPY at EC95, then isoproterenol. actives 1% (n = 200,000);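 active = inhibition above the campaign mean inhibition of all tested compounds plus 3 SD, cut at about 20% in these data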;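 also: 0% = DMSO wells given NPY plus isoproterenol and 100% = isoproterenol alone without NPY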
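Assay system: HEK293 Y1/CNG channel cell line; Doses: single compound dose of 3.6 µM, 0.4% DMSO; Timing: dye 3 h, compound 60 min room temperature, stimulation 45 min; Technique: Membrane-potential fluorescent dye readout; Measure: % inhibition of NPY effect.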
NPY1 pot ag = NPY-Y1 receptor potentiators or agonists, primary screen, cell-based | Neuropeptide Y receptor type 1 (Homo sapiens), P25929 | NPY-Y1 expressing cells, potentiator/agonist activation | activation, % at 3.6 µM | actives 0.37% (n = 220,000) | AID 1304, 2008; in the data active = activation above about 33%, passing the limit was not always enough;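 also: cells stimulated with NPY at EC10 then isoproterenol at EC100; 0% = low agonist plus stimulus and 100% = saturating agonist plus stimulus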
S1P4 antag = S1P4 receptor antagonists, primary screen, cell-based; AID 1510, 2009; inhibition, % at 4.98 µM; actives 0.26% (n = 220,000); S1P4-expressing cells, antagonist mode, reporter read-out; Sphingosine 1-phosphate receptor 4 (Homo sapiens), O95977; in the data active = inhibition above about 29%;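 also: 0% = wells stimulated with agonist and 100% = vehicle wells without agonist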
Target sequence (O95977 whole entry, looked up): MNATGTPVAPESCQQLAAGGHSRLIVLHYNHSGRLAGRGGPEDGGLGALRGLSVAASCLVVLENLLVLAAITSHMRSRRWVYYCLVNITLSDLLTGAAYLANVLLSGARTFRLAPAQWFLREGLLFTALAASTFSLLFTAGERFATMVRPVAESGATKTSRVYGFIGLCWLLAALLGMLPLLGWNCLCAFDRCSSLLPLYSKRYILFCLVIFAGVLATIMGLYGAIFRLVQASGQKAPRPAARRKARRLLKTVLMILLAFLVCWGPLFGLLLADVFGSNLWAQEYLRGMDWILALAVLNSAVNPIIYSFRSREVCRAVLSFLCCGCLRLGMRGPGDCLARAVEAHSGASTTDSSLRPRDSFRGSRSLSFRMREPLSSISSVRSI
Runt-CBFb FRET = inhibitors of RUNX1 Runt–CBFb binding, primary screen, biochemical, FRET, Cerulean-Runt, Venus-CBFb, uHTS. Runt-related transcription factor 1 (Homo sapiens) + Core-binding factor subunit beta …. Cerulean-Runt/Venus-CBFb FRET ratio 530/480, 1 h. inhibition, % at 20 µM. actives 0.46% (n = 220,000). AID 1496, 2009;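 active = inhibition over about 50% at 20 µM in the single-dose screen, limit read from the data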;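 also: 0% = DMSO wells and 100% = excess unlabeled CBFb competitor control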
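Reagent – Venus-CBFb binding partner, 100 nM · Assay system – Cerulean-tagged RUNX1 Runt domain (FRET donor) fusion protein · Input – 100 nM per protein · Incubation – two 1 h room-temperature incubations shielded from light · Measured by – FRET fluorescence · Medium – Tris buffer pH 7.5 with salts and BSA · Benchmarks – unlabeled CBFb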
BaF3 parental = parental Ba/F3 cell viability inhibition, counter-screen for JAK2V617F inhibitor project, murine pro-B, CellTiter-Glo luminescence. actives 1.1% (n = 220,000). inhibition, % at 5.6 µM. CellTiter-Glo ATP luminescence;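 active = inhibition above a per-campaign cutoff, the mean inhibition of all tested compounds plus 3 SD, cut at about 27% in these data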;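 also: 0% = DMSO wells and 100% = JAK Inhibitor I control wells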
S1P4 ag = S1P4 receptor agonists, primary screen, cell-based; Sphingosine 1-phosphate receptor 4 (Homo sapiens), O95977; S1P4-expressing cell line, agonist reporter assay; activation, % at 4.98 µM; actives 0.35% (n = 220,000); AID 1509, 2009; in the data active = activation above about 11%;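 also: 0% = DMSO vehicle and 100% = reference agonist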
* hit, by the source's call; · = not tested or not shown.

SMILES	NPY-Y2 PAM-ag	Ba/F3 V617F tox	RBBP9 inh	NPY Y1 blocker	NPY1 pot ag	S1P4 antag	Runt-CBFb FRET	BaF3 parental	S1P4 ag
COc1ccc(C)cc1NC(=O)C(NCC1CCCO1)c1ccccc1 (centres undefined)	9	1	3	11	18	-16	-2	7	0.3
COc1ccccc1/C=C1\SC(=S)N(C(C(=O)O)c2ccccc2)C1=O (centres undefined)	-30	-5	-6	·	-8	1	2	1	0.9
COc1ccccc1NC(=O)Nc1nn(C)c2cccc(N(C)C)c12	-31	-3	-3	·	0	9	3	1	-0.9
C#CCOCCOCCOCCNc1nc(N2CCN(C(=O)Cn3cc(CCCCN)nn3)CC2)nc(N2CCN(C(=O)Cn3cc(CC(C)O)nn3)CC2)n1 (centres undefined)	-12	4	-1	0	-15	-1	2	6	1.2
Cc1cc(C)nc(N2CCC(C(=O)NCc3ccccc3F)CC2)n1	-12	-1	-5	0	1	2	-2	5	-0.6
Cc1cccc(NC(=S)NCc2ccco2)n1	-2	-3	-2	5	-18	-13	10	3	2.0
CC(OC(=O)c1nsc(Cl)c1Cl)C(=O)NCc1ccc2c(c1)OCO2 (centres undefined)	-26	0	-6	7	-19	-3	1	7	0.3
Cn1nc([N+](=O)[O-])nc1Oc1ccccc1N	6	-3	-4	-8	9	-16	3	3	-1.2
CCC(=O)c1ccc(NC(C)=O)cc1O	14	0	-12	·	5	-8	-1	-3	-0.4
COCCCn1c(=NC(C)=O)c(C#N)cc2c(=O)n3cccc(C)c3nc21	-6	5	-3	·	17	2	57*	-10	3.9
COc1cccc(N2C(=O)C3CCCN3C2c2ccc(N(C)C)cc2)c1 (centres undefined)	-10	-2	1	3	-4	3	0	10	-1.1
COc1ccc(CC2(C)OC(c3ccncc3)=NN2C(C)=O)cc1 (centres undefined)	1	-2	-1	4	2	-26	2	6	1.0
COc1ccc(NS(=O)(=O)c2cccc(NC(=O)CCC(=O)c3ccc(Cl)cc3)c2)cc1	16	0	-18	-9	26	-7	-1	9	0.6
C=CCN1C(=O)CN=C1Nc1ccccc1	-9	2	-4	0	22	-5	3	2	1.5
NC(=S)NNC(=O)Nc1cccc(Cl)c1	2	2	6	3	-8	-3	-1	9	-1.8
Nn1c(SCC(=O)Nc2ccc(Oc3ccccc3)cc2)nnc1C1CC1	10	-4	-6	0	-3	-7	-3	2	0.2
COc1ccnc(NCc2cccnc2)c1C#N	-7	-3	-3	-2	-5	-1	0	0	-0.9
COC(=O)CC1=C(C(=O)OC)C(c2cc(OC)c(OC)cc2OC)C(C#N)=C(N)O1 (centres undefined)	12	21	-2	0	4	5	3	2	-2.1
COc1ccccc1C(=O)c1cc2ccc(O)cc2oc1=O	3	-5	-6	0	8	-19	114*	1	2.5
O=C1C2C3C=CC(C3)C2C(=O)N1Cc1cccnc1 (centres undefined)	3	2	0	2	-2	-3	-1	7	0.6

Some of the entries above, reformatted:
| SMILES | NPY-Y2 PAM-ag | Ba/F3 V617F tox | RBBP9 inh | NPY Y1 blocker | NPY1 pot ag | S1P4 antag | Runt-CBFb FRET | BaF3 parental | S1P4 ag |
| --- | --- | --- | --- | --- | --- | --- | --- | --- | --- |
| C#CCOCCOCCOCCNc1nc(N2CCN(C(=O)Cn3cc(CCCCN)nn3)CC2)nc(N2CCN(C(=O)Cn3cc(CC(C)O)nn3)CC2)n1 (centres undefined) | -12 | 4 | -1 | 0 | -15 | -1 | 2 | 6 | 1.2 |
| Cc1cc(C)nc(N2CCC(C(=O)NCc3ccccc3F)CC2)n1 | -12 | -1 | -5 | 0 | 1 | 2 | -2 | 5 | -0.6 |

Next part
SMILES	NPY-Y2 PAM-ag	Ba/F3 V617F tox	RBBP9 inh	NPY Y1 blocker	NPY1 pot ag	S1P4 antag	Runt-CBFb FRET	BaF3 parental	S1P4 ag
O=C(O)c1sccc1SCc1ccc(Cl)c(Cl)c1	-19	-1	-6	-2	2	-8	-2	4	-0.3
Cc1ccccc1/C=N/NC(=O)Cc1ccc(Cl)cc1	-9	-3	-6	4	-5	3	-2	0	-0.4
Oc1ccccc1C1Nc2cccc3cccc(c23)N1	9	-4	-1	-7	-6	-30	4	0	1.6
CCc1nnc(NC(=O)CSc2nnc(-c3c[nH]c4ccccc34)n2CCOC)s1	12	1	-4	0	8	-15	-1	4	2.2
C=CCn1c(SCc2c(C)noc2C)nc2sc3c(c2c1=O)CCCC3	-14	4	1	7	-4	1	-2	6	-2.2
CCS(=O)(=O)NCC(c1ccco1)N1CCN(c2ccc(F)cc2)CC1 (centres undefined)	9	0	8	1	1	-6	-2	8	1.7
O=[N+]([O-])c1ccccc1N/N=C/c1cc2ccccc2nc1Cl	-12	-1	0	4	-13	-4	-2	5	-1.8
O=C(Nc1nnc(-c2ccncc2)s1)C1CCCO1 (centres undefined)	-12	0	-9	3	-13	-7	3	5	2.6
Cc1ccc2nc(NC(=O)c3ccc(S(=O)(=O)N4CCCc5ccccc54)cc3)sc2c1	2	-5	0	-2	-10	-13	0	3	0.4
Cc1ccc(-c2nc3cccnc3s2)cc1NS(=O)(=O)c1cccs1	2	-1	6	0	14	16	1	0	1.2
CCN(CC)CCN1C(=O)C(=O)/C(=C(/O)c2ccc(OC(C)C)cc2)C1c1cccs1 (centres undefined)	-16	0	2	·	2	18	0	-4	-0.7
CN(C)S(=O)(=O)c1cccc(C(=O)Nc2ccccc2[N+](=O)[O-])c1	-2	-4	1	-2	9	20	1	-4	0.9
COC(=O)c1cc(NC(=O)C2CCCN(S(=O)(=O)c3c(C)n[nH]c3C)C2)cc(C(=O)OC)c1 (centres undefined)	9	0	0	3	11	-14	·	-1	-0.5
CC(=O)OCc1c(COC(C)=O)[n+](=O)c2ccccc2n1[O-]	9	-1	-2	1	-35	-5	0	4	1.7
CCOC(=O)Cc1nnc(NC(=O)C2CCCCC2)s1	3	-2	-9	-1	6	-9	1	0	0.4
Cc1cc(N2CCOCC2)nc(-c2ccccc2O)n1	1	-2	-9	-2	9	3	-3	5	0.6
O=C(Nc1nc(-c2ccc(Cl)s2)cs1)c1ccccc1	-30	5	-13	9	-26	4	2	8	-1.9
O=C(Nc1ccc(Br)cc1)c1cc2ccccn2n1	-9	-3	1	·	4	-13	-2	-4	-0.7
O=[N+]([O-])c1cccc(/C=N/Nc2cc(Cl)nc(-c3ccccc3)n2)c1	11	-4	-10	-2	19	-15	-2	3	-0.5
COc1ccc(CNC(=O)CCc2c(C)nc3ncnn3c2C)cc1	-9	-3	-2	2	-9	-12	0	7	0.1
CCc1cccc(C)c1NC(=O)c1cc(C)oc1C	-1	1	-4	-2	-16	-13	-2	6	-0.8
Cn1c(Cn2c(=O)sc3ccccc32)nnc1SCc1ccccc1	8	2	-1	0	8	6	0	6	-0.6
O=C(Nc1cc(C(F)(F)F)ccc1Cl)C(Sc1n[nH]c(=O)[nH]c1=O)c1ccccc1 (centres undefined)	-9	-1	-10	·	-9	3	-1	-1	-0.8
CC1CCCCN1C(=O)Cn1cc(C(=O)c2ccco2)c2ccccc21 (centres undefined)	2	3	2	11	-3	-32	2	3	-4.4
CCCCn1c(SCC(=O)Nc2cccc(C)n2)nnc1-c1ccco1	-5	1	-12	1	-3	8	3	6	-1.0
CCOC(=O)C1CCN(C(=O)/C=C/c2ccccc2OC)CC1	-6	-2	1	14	-24	-12	2	5	2.2
COc1ccccc1CC(=O)O/N=C(\N)c1cccc([N+](=O)[O-])c1	-25	-4	-3	8	-22	-9	1	-2	-1.0
Cn1cccc1C1C(C#N)=C(N)OC2=C1C(=O)CC(C)(C)C2 (centres undefined)	-9	0	-9	-6	5	13	2	3	-0.6
Cc1ccc2[nH]c(O)c(N=NC(=O)C3CC3c3ccccc3)c2c1Br (centres undefined)	-3	6	-5	5	-4	-13	-8	3	1.0
CC(C)=CCSc1nnc([C@@H](NC(=O)OC(C)(C)C)C(C)C)o1	17	-2	-7	9	18	11	-1	0	-4.7
CC(=O)N(Cc1ccco1)C1(C(=O)NC2CCCCC2)CCCCC1	-3	1	-5	10	19	-28	-2	0	2.7
CC(c1ccccc1)C1CC(=O)N(Cc2ccco2)C1=O (centres undefined)	-1	1	-5	2	-14	-12	12	2	0.8
COC(=O)c1ccc(COc2ccccc2/C=C(\C#N)C(=O)Nc2ccc(C)cc2)cc1	-1	-3	3	0	-17	-12	-6	-1	-1.0
O=C(CN1CCN(c2ccccc2)CC1)Nc1nnc(-c2ccccc2)s1	-8	2	-2	5	-10	-8	-1	2	0.1
C=CCn1c(SCC(=O)NCc2ccco2)nc2sc(C)c(C)c2c1=O	7	-3	-5	0	-23	-16	·	-1	-1.6
O=C(O)c1c2c(nc3ccccc13)/C(=C/c1ccc(O)cc1)CCC2	-6	-1	-1	10	-17	-5	-4	4	2.9
COc1ccc(OC)c(C(c2nnnn2C2CCCC2)N2CCN(c3ccccc3)CC2)c1 (centres undefined)	4	1	7	14	-10	-2	1	7	-1.9
Cc1ccc2nc(CSc3nnc(Nc4ccccc4C)s3)cc(=O)n2c1	-13	-1	-4	1	-30	-26	0	2	-2.0
COc1ccc(CC(=O)NCc2nnc(SCc3ccc(C)cc3)n2C)cc1	5	-4	2	-4	7	-13	-1	1	-0.2
COCc1cc(N2CCOCC2)nc(-c2ccccc2)n1	10	-7	2	-2	3	-3	0	-3	-1.0
CCC(C)Sc1nc2ccccc2c(=O)[nH]1 (centres undefined)	5	1	-2	0	6	-21	-2	3	1.8
Cc1occc1C(=O)NNC(=S)Nc1cccc([N+](=O)[O-])c1	9	-6	4	-1	8	5	2	1	-1.3
CCNC(=O)n1nccc1C(C)Oc1ccc(Cl)cc1 (centres undefined)	6	1	-2	2	11	-3	-1	6	4.3
Cc1ccc(NC(=S)N2CCOCC2)c(C)c1	-8	2	-6	-1	14	8	2	4	0.5
O=C(CSc1cccc[n+]1[O-])Nc1cc2c(cc1Cl)C(=O)c1ccccc1C2=O	6	3	-12	11	-1	-8	-4	3	1.2
COc1ccc(-c2csc3ncn(-c4ccccc4)c(=O)c23)cc1OC	7	-1	-2	2	13	-8	-1	5	-0.7
COC(=O)c1ccccc1NC(=O)COC(=O)c1ccco1	7	0	6	4	-15	-7	3	3	2.0
Cc1cc2ccccc2c(=O)n1CC(=O)N1CCN(c2cccc(Cl)c2)CC1	12	-2	-3	0	21	2	1	8	-3.3

Screening data as filed in PubChem BioAssay.

No enrichment for hits, and some 3.6% of all compounds hit somewhere here.
